Source: PubChem (several laboratories)
EBV LMP1 NFkB: EBV LMP1-driven NF-kappaB luciferase reporter inhibitors, primary screen, cell-based, luminescence, single point; LMP1-induced NF-kappaB luciferase reporter cells; inhibition, % at 12.5 µM; actives 0.69% (n = 350,000); AID 504558, 2011; in the data active = inhibition above about 41%;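 also: 0% = neutral control wells and 100% = reference inhibitor control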
COUP-TFII inh: NR2F2 transcriptional activity inhibitors, primary screen, cell-based, luciferase reporter, HEK293T, luminescence; COUP transcription factor 2 (Homo sapiens), P24468; HEK293T NGFI-A luciferase reporter; inhibition, % at 8.6 µM; actives 0.7% (n = 370,000);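 active = inhibition above a per-plate cutoff, mean inhibition of test wells between control levels plus 3 SD, cut at about 38% in these data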;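 also: cells cotransfected with COUP-TFII expression vector driving the NGFI-A reporter; 0% = median of COUP-TF2 test wells and 100% = reporter-only cells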
TWEAK-Fn14 inh: inhibitors of TWEAK-Fn14 signaling, primary screen, luciferase reporter cells, uHTS | inhibition, % at 10 µM | TWEAK-stimulated Fn14 reporter cells, luciferase luminescence, 8 h | AID 1159606, 2016 | actives 2% (n = 360,000); in the data active = inhibition above about 50%
NCOA1 inh: SRC1 coactivator transcriptional activity inhibitors, primary screen, cell-based, luminescence | Nuclear receptor coactivator 1 (Homo sapiens), Q15788 | HEK293 GAL4-SRC1 luciferase reporter | inhibition, % at 3.6 µM | actives 0.12% (n = 360,000) | AID 588354, 2011;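 active = inhibition above the campaign mean plus 3 SD, with each screening campaign given its own cutoff, cut at about 60% in these data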;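 also: 0% = DMSO treated cells and 100% = gossypol at 36 µM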
KKLEB tox: cytotoxicity in KKLEB CF airway cells, primary screen, cytotoxicity control for CF NF-kB inhibitor project, cell-based, uHTS, fluorescence assay plates; activity change (cytotoxicity), % at 5 µM; actives 0.36% (n = 360,000); AID 602141, 2011; KKLEB CF airway cells viability, ATPlite luminescence, overnight; active compounds read low; cells stimulated with P. aeruginosa culture filtrate;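 active = corrected activity change at or below -50% at 5 µM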
TROY signal inh: inhibitors of TROY-driven NF-kB signaling, primary screen, Q293 LMP1-TROYcd cells, NF-kB luciferase, uHTS; Q293 LMP1-TROYcd NF-kB luciferase reporter, 4 h; inhibition, % at 10 µM; actives 0.98% (n = 360,000);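 active = compounds whose plate-normalised and pattern-corrected inhibition of the luciferase reporter signal at the single screening dose is 50% or more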
NR5A2 inv ag: LRH-1 (NR5A2) inverse agonists, primary screen, cell-based, luminescence, HEK293T, StAR-luciferase reporter; LRH-1 transfected, 24 h; inhibition, % at 3.6 µM; actives 0.13% (n = 360,000); AID 602396, 2012;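 active = inhibition above the mean inhibition of all tested compounds plus 3 SD, cut at about 73% in these data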;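 also: 0% = DMSO wells and 100% = reporter-only cells lacking LRH-1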
Shn3 3UTR inh: reduction of Shn3 3'UTR firefly luciferase signal, primary screen, Schnurri-3 inhibitor project, cell-based, Clone20 osteoblasts, set 2 | actives 0.52% (n = 360,000) | inhibition, % at 12.5 µM | Clone20 osteoblast Shn3 3'UTR firefly luciferase, 24 h | AID 588674, 2011;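 active = mean inhibition of at least 75% with every replicate also reaching 75%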;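 also: 0% = median of neutral control wells and 100% = pilot-screen positive control compound; some compounds past the cut are filed as inactive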
SRC3 inh: SRC3 coactivator transcriptional activity inhibitors, primary screen, cell-based, luminescence | inhibition, % at 3.6 µM | actives 0.17% (n = 360,000) | Nuclear receptor coactivator 3 (Homo sapiens), Q9Y6Q9 | HEK293 GAL4-SRC3 luciferase reporter;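 active = inhibition above a per-campaign cutoff, the mean of all compounds plus 3 SD, cut at about 60% in these data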;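 also: 0% = DMSO-treated cells and 100% = gossypol-treated cells at 36 µM; higher means less SRC3-driven luciferase light from the GAL4 reporter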
Target sequence (Q9Y6Q9 whole entry, looked up, the tested form may be a part): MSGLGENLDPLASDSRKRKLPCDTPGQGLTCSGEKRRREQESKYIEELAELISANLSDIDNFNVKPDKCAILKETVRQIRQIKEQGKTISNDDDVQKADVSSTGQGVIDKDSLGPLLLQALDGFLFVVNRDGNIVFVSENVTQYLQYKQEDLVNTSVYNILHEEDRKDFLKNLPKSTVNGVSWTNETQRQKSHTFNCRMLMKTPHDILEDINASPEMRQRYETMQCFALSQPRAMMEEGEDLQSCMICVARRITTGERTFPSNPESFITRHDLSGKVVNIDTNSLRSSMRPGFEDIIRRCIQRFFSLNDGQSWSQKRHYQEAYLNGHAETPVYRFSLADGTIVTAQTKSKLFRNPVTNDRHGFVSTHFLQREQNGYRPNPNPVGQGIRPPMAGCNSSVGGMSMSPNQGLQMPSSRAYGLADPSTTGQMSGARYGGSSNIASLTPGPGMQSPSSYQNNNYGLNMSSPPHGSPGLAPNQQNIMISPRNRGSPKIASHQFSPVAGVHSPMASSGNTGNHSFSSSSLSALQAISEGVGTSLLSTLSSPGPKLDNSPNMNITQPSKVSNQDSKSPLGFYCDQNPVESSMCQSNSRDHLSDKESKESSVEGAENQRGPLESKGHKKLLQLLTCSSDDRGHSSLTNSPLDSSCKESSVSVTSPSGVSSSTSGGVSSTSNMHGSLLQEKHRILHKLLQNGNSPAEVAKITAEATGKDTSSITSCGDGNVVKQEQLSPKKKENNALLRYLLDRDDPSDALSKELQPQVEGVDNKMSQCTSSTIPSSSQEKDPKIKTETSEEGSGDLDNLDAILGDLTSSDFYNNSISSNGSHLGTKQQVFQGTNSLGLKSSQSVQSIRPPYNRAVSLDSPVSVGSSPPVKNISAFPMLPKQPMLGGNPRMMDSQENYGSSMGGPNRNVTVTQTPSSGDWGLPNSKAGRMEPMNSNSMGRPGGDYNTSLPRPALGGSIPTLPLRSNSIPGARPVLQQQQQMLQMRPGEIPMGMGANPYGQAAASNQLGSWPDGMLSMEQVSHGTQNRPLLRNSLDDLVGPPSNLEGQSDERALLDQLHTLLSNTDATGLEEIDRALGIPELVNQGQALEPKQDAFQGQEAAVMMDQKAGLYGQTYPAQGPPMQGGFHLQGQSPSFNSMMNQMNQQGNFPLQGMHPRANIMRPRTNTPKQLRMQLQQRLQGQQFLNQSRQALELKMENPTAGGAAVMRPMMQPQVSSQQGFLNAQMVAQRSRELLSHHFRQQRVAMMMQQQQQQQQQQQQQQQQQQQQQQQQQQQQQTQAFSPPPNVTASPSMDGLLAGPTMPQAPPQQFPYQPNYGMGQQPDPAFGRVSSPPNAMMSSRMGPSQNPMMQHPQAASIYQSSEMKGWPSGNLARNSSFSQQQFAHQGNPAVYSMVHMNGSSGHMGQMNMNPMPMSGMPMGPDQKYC
C8 TRAIL sens: viability loss with TRAIL in NB7+C8 cells, primary screen, TRAIL sensitizer project, cell-based, ATPlite luminescence; actives 1% (n = 360,000); inhibition (viability loss, TRAIL sensitization), % at 10 µM;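 active = compounds causing at least 50% loss of cell viability in the single-dose screen, relative to plate controls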
CF NFkB block: inhibitors of PAF-induced NF-kB signaling, primary screen, cell-based, GFP fluorescence, uHTS; actives 0.86% (n = 360,000); KKLEB NF-kB-GFP reporter, GFP fluorescence overnight; inhibition, % at 5 µM;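 active = at least 50% inhibition at 5 µM, scaled per plate between neutral and stimulator controls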;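 also: PAF is a Pseudomonas aeruginosa culture filtrate used as stimulus; plate controls were PAF-stimulated DMSO wells for no effect and unstimulated DMSO wells for full effect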
An asterisk follows results filed as active; nt = not tested or not shown. The list is partial; count on the stated rates, not on these rows.

Molecule	EBV LMP1 NFkB	COUP-TFII inh	TWEAK-Fn14 inh	NCOA1 inh	KKLEB tox	TROY signal inh	NR5A2 inv ag	Shn3 3UTR inh	SRC3 inh	C8 TRAIL sens	CF NFkB block
CCC(C)Nc1nc2ccccc2n2c(C)nnc12 (stereo not drawn)	9	-27	-29	-70	-13	-5	15	13	-21	8	-18
CC1(C(=O)OCC(=O)Nc2ncc(Cl)cc2Cl)CC1(Cl)Cl (stereo not drawn)	-9	1	-11	-7	-22	-11	13	-4	11	-11	18
O=C1c2ccccc2NC(c2ccccc2O)N1c1ccc(F)cc1 (stereo not drawn)	-1	-54	-39	-115	8	-53	-125	-68	-78	27	-19
Cc1ccc(CNC(=O)CN(C(=O)C2(C)CC(=O)N=C3C=CC=CN32)c2ccc(F)cc2)cc1 (stereo not drawn)	2	-2	28	4	13	19	1	-13	-2	5	-9
Cc1cccc(NC(=O)c2cnc3scc(C)n3c2=O)c1	-33	-28	-4	-44	-6	-63	-49	-106	-42	-5	-35
CC[C@@]1(C(=O)OC)N[C@H](CN(C)C(=O)c2ccccc2)[C@@H]2C(=O)N(C)C(=O)[C@@H]21	-1	-10	9	-2	14	3	-1	5	14	5	-8
CC(C)CC(=O)N1CCN(C(=O)c2ccc(F)cc2)CC1	-5	16	-7	-2	9	6	-17	-25	-6	-19	-11
O=C(NCc1ccco1)c1cccc(Nc2nc3ccc(Br)cc3[nH]2)c1	0	-4	5	14	-24	25	21	-14	1	2	6
CCOC(=O)N1c2ccccc2Sc2ccccc21	8	31	10	20	0	10	3	13	12	4	16
Cc1ccc(C)c(NC(=O)CCCCCCCCCCC2COCCO2)c1 (stereo not drawn)	-14	2	-2	-8	-7	8	14	3	8	-4	5

Continued; it opens with the two that closed the last part.
Molecule	EBV LMP1 NFkB	COUP-TFII inh	TWEAK-Fn14 inh	NCOA1 inh	KKLEB tox	TROY signal inh	NR5A2 inv ag	Shn3 3UTR inh	SRC3 inh	C8 TRAIL sens	CF NFkB block
CCOC(=O)N1c2ccccc2Sc2ccccc21	8	31	10	20	0	10	3	13	12	4	16
Cc1ccc(C)c(NC(=O)CCCCCCCCCCC2COCCO2)c1 (stereo not drawn)	-14	2	-2	-8	-7	8	14	3	8	-4	5
Nc1ccccc1-c1ccc(Cl)cc1	-19	10	5	-7	-14	-3	-30	13	11	12	19
COc1ccc(-n2nc(C(=O)NCC(=O)N3CCCC3)c3ccccc3c2=O)cc1Cl	-3	-11	5	16	-3	-28	5	-15	0	-2	-8
CC(=O)Nc1cccc(Nc2cnccn2)c1	nt	6	-9	-24	11	-4	-2	-45	8	9	6
Cc1nc2ccccc2n1CC(O)COC1CCCCC1 (stereo not drawn)	-13	nt	7	9	0	3	-8	14	21	-7	-6
O=C(Nc1ccccc1N1CCN(C(=O)c2ccc(Cl)cc2)CC1)c1ccc(Br)cc1	-2	2	4	-38	-17	-13	11	4	7	10	-28
NS(=O)(=O)c1ccc(CCNCC(=O)NCc2ccccc2Cl)cc1	-5	5	-7	13	-2	-9	5	4	2	-3	9
Cc1ccc(/C(N)=N/OC(=O)c2ccc(F)cc2)cc1	-51	-20	-7	-99	8	-41	-33	-40	-72	74*	-8
O=S1(=O)CCC(NC(=S)N2CCCCCC2)C1 (stereo not drawn)	4	-4	18	1	-6	-19	-22	-11	0	-11	-4
Cn1c(=O)[nH]c(=O)c2c1nc(N1CCOCC1)n2CC(O)COc1ccccc1 (stereo not drawn)	3	-13	-16	-10	2	9	-11	-1	10	-11	-16
CC1=C(C(=O)N2CCOCC2)CC(CC(=O)NCc2ccco2)C(=O)N1Cc1ccccc1 (stereo not drawn)	5	13	10	-3	2	7	-26	-7	1	0	3
O=C(C1COc2ccccc2O1)N1CCN(S(=O)(=O)c2ccccc2)CC1 (stereo not drawn)	1	-10	5	6	11	2	-3	-2	18	8	-7
C#CCOc1ccc(/C=C2/C(=O)N(c3ccc(S(N)(=O)=O)cc3)N=C2C)cc1OC	5	-19	8	-29	-1	-5	3	-11	2	-5	1
CCCc1c(C(=O)N/N=C(\C)c2cc(C)sc2C)nnn1-c1nonc1N	2	-15	-49	9	4	8	5	-15	4	16	-54
CCO[C@@H]1OC(C(=O)N2CCN(Cc3ccccc3)CC2)=C[C@H](c2csc3ccccc23)[C@H]1CCCO	3	-1	8	-4	4	3	-21	5	10	1	3
COc1ccc(Cl)cc1NC(=O)Nc1cc(C)on1	2	-15	13	0	-7	-44	-7	-3	-5	-13	17
COCCNC(=O)CCCN1C(=O)c2ccccc2Sc2ncccc21	8	3	20	-11	2	3	6	17	-17	7	6
N#CCCN(C(=S)Nc1ccc(Cl)c(Cl)c1)C1CCCCC1	-2	-14	8	4	2	-35	11	13	10	-41	14
O=C(CNc1ccccc1F)Nc1cccc2ccccc12	-12	4	32	-25	8	-7	24	-27	-4	-2	-3
Cc1ccc(C(=O)NCCNc2ccc([N+](=O)[O-])cc2C(F)(F)F)cc1	-1	9	14	17	-9	5	-2	5	0	-11	8
CN1CCN(c2c(/C=N/O)c3ccccc3n2C)CC1	2	20	-2	-28	-4	2	11	-10	-5	-8	-8
CCOC(=O)c1cc2n(n1)C(C(F)(F)F)CC(C)N2 (stereo not drawn)	-3	-2	-11	-43	0	-12	0	-3	-5	-4	11
Cc1ccc(S(=O)(=O)N2CC(O)C[C@H]2C(=O)OCC(=O)c2ccccc2)cc1 (stereo partly drawn)	1	16	-7	-18	-1	-8	-1	1	-12	-2	1
Cc1cccc(C)c1NC(=O)CN(C)C(=O)c1ccc(OCc2ccccc2)cc1	0	-17	4	-19	-6	-21	-9	-17	-15	-5	6
COc1cc2c(cc1OC)CN(S(=O)(=O)c1ccc(Cl)nc1)CC2	-6	0	-13	-8	-7	3	-3	-8	0	-20	-14
COc1ccc(CNC(=O)CN(C(=O)CCC(=O)Nc2nccs2)c2ccc(C)cc2)cc1	1	14	37	0	4	8	-10	-7	4	-3	0
C=CCc1ccc(OCCCCOc2ccc(C(=O)O)cc2)c(OC)c1	-18	-18	-5	-19	3	-19	-12	-6	-7	5	-4
COCCNc1nc(-c2ccc(OC)cc2)c(-c2ccc(OC)cc2)s1	3	-1	23	12	5	-3	12	0	19	-7	-18
CCOCCn1c(SCCCc2ccccc2)nc2c1c(=O)[nH]c(=O)n2C	-1	-7	4	0	3	-25	1	-1	7	4	-6
Cc1cccc(C(=O)OCC(=O)N2CCN(C(=O)c3ccco3)CC2)c1O	-1	-13	9	-5	-13	-8	-12	-13	-14	-8	-3
CCCCCc1c(-c2ccc(F)cc2F)ncn1CCc1ccccc1OC	nt	11	-17	nt	nt	7	-13	nt	nt	19	nt
CCc1c(C)nc2cc(-c3cc(OC)cc(OC)c3)nn2c1N1CCN(CCN2CCOCC2)CC1	5	-12	21	-2	1	13	15	2	18	-4	-4
CC(=O)c1cccc(NC(=O)CCS(=O)(=O)c2cc3c(cc2C)NC(=O)CO3)c1	-3	3	-10	8	0	-2	-14	11	-19	4	13
c1ccc(CCN2CCN=C2Nc2ccccc2)cc1	7	-2	-4	4	6	-9	-12	-6	3	13	12
CCOC(=O)N1CCC(Nc2c(Nc3cccc(CC)c3)c(=O)c2=O)CC1	-6	9	-4	-28	-6	13	-9	21	4	13	-3
CSC1=NC(C(Cl)(Cl)Cl)N=C(c2ccccc2)N1 (stereo not drawn)	-13	6	-2	10	-2	-8	15	0	20	15	14
O=C(COC(=O)C1CCC(=O)N1)Nc1ccc(Br)cc1 (stereo not drawn)	0	-6	9	9	-11	5	-6	12	11	-1	8
CCOC(=O)C1(C)CCN1C(=O)c1ccco1 (stereo not drawn)	nt	-2	11	-6	7	8	-1	6	-23	1	6
Cc1cc2oc(=O)cc(CN3CCCC3)c2cc1Cl	nt	-13	16	-11	-16	-8	-21	2	2	-3	-10
CN1CCN(C(=S)Nc2ccc(Cl)cc2)CC1	11	-8	-14	-18	-9	18	2	21	13	-8	7
CC1(CCc2ccccc2)NC(=O)N(CC(=O)N2CCc3ccccc32)C1=O (stereo not drawn)	-8	-3	-1	-15	-10	12	14	15	6	5	-22
CCc1cc(=O)oc2c(CN3CCN(C)CC3)c(O)c(Cl)cc12	6	13	7	-10	1	23	-2	11	-4	5	-4
CCCCn1c(N)c(N(Cc2ccccc2OC)C(=O)COc2ccc(C)cc2)c(=O)[nH]c1=O	3	-1	-4	-7	-1	11	3	-8	-18	4	-1
CCC(CC)C(=O)c1c[nH]c(C(=O)NCc2ccncc2)c1	11	7	8	-9	-3	4	-2	-22	11	-4	-1
CCN1CCN(C(C(=O)NC2CCCC2)c2ccc(Cl)cc2)CC1 (stereo not drawn)	-6	-17	8	4	3	3	-22	13	3	2	-18
